APP transl inh: APP translation inhibition | SH-SY5Y APP 5'UTR-luciferase reporter, luminescence | inhibition, % at 2 µM | actives 0.82% (n = 190,000);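 active = inhibition above a set limit, derived from the sample mean plus 3 SD, cut at about 45% in these data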; note: values of inactives mirror those of a sister screen read the other way
STAT1 act: STAT1 signaling activation. NIH 3T3 STAT1-luciferase reporter, IFN-gamma, luminescence; 100% = IFN-gamma alone, no compound. activation (% of control), % at 5.5 µM. actives 2.6% (n = 200,000). AID 932;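 active = activation above the screen-wide mean activation plus 3 SD, cut at about 130% in these data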;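 note: raw ratio to IFN-gamma control signal so 100% means no change and 0% no light; values of inactives mirror those of a sister screen read the other way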
TLR4 MyD88 comp: blocks binding of human TLR4 to MyD88 | HeLa CL3-4 TLR4/MyD88 BLA complementation, FRET ratio | inhibition, % at 8.4 µM | actives 0.18% (n = 200,000); in the data active = inhibition above about 25%;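 note: 0% = vehicle and 100% = reference inhibitor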
APP 5'UTR act: activates APP 5'UTR luciferase reporter; actives 1% (n = 190,000); activation, % at 2 µM; SH-SY5Y APP 5'UTR luciferase reporter, luminescence; zero percent = DMSO vehicle wells;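 active = activation above a set limit, based on mean plus 3 SD of controls, cut at about 140% in these data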; note: values of inactives mirror those of a sister screen read the other way
FLuc act counter: firefly luciferase counter-screen for stimulation assays | ATPlite luciferase biochemical, luminescence, 10 min; 0 = ATP-free wells, 1 = DMSO control | activation factor at 10 µM | 200,000 tested, under 10 active | AID 1027;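 active = luciferase activation factor, scaled between plate controls, of at least 2 with compound at 10 µM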
Target sequence (P08659 whole entry, looked up): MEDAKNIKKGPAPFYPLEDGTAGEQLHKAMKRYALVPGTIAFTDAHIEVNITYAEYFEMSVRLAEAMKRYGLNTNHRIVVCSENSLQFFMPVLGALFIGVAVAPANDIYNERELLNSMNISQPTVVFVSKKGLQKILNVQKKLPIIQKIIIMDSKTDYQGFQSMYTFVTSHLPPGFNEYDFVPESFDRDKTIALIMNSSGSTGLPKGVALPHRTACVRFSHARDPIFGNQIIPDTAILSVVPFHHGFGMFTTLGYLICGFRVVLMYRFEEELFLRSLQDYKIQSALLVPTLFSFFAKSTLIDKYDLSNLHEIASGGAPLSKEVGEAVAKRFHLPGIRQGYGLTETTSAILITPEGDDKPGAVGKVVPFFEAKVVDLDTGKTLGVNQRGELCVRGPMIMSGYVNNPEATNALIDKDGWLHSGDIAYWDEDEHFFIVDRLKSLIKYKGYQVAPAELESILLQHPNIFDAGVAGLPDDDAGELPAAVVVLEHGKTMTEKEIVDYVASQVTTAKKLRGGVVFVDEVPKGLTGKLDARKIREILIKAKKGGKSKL
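assay system = Luciferase/luciferin detection reagent, cell-free biochemical luciferase assay | also added = ATP substrate | times = 10 min post-reagent at room temperature | measured by = luminescence from luciferase reaction | measure = luciferase activation, seen as luminescence increase over controls | benchmarks = low control with PBS replacing ATP, high control enzyme plus ATP without compound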
Diaph inh CS: counter-screen for diaphorase-based assays: diaphorase inhibitors and chemical oxidizers; diaphorase resazurin-to-resorufin fluorescence, NADH, 16 min; bacterial (C. kluyveri) enzyme, not human; inhibition, % at 20 µM; actives 0.69% (n = 190,000); AID 1217;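 active = primary screen inhibition at 20 µM above a set limit, cut at about 50% in these data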;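 note: plate controls were DMSO with full reaction for no effect and wells lacking NADH for full effect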
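Detection: fluorescence of resorufin formed from resazurin, Ex 544/Em 590 nm; test system: Clostridium kluyveri diaphorase enzyme; amount: 0.14 U/mL diaphorase, enzyme working solution; times: 16-min room-temperature incubation before reading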
NF-kB expr up: raises NF-kB expression in human neuronal cells. NF-kB reporter expression; active compounds read high. fold change at 12.5 µM. actives 1.6% (n = 190,000); in the data active = fold change above about 3.3
FLuc inh counter: counter-screen for luciferase assay inhibitors: firefly luciferase inhibition | AID 1006 | ATPLite firefly luciferase biochemical luminescence, 10 min | P08659 | inhibition, % at 10 µM | actives 1.5% (n = 200,000);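 active = inhibition above about 50% when tested at 10 µM, limit read from the data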
G6PDH counter: inhibits Leuconostoc G6PDH, flagging false hits in G6PDH-based assays. Purified L. mesenteroides G6PDH, diaphorase/resazurin coupled fluorescence, 45 min. inhibition, % at 5 µM. actives 0.12% (n = 200,000); in the data active = inhibition above about 50%
Diaph act CS: activates diaphorase or chemically reduces, flagging diaphorase assay artifacts; Diaphorase/resazurin coupled assay, resorufin fluorescence, 16 min; active compounds read high; 1 = vehicle wells, 0 = NADH-free wells; activation factor at 20 µM; actives 0.005% (n = 190,000);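 active = diaphorase activity raised at least twofold by the compound at 20 µM; inactive = activation factor below 2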
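Material: Clostridium kluyveri diaphorase, purified enzyme; Quantity: enzyme 0.07 U/mL final; Medium: HEPES pH 7.4 buffer with MgCl2 and Tween 20; Dosing: single compound dose of 20 µM, 1% DMSO final; Schedule: 16 min reaction at room temperature; Measured by: red resorufin fluorescence at 544/590 nm excitation/emission.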
An asterisk follows results filed as active; / = not tested or not shown. Rows are unselected; any-hit rate near 5.6%.

canonical_smiles	APP transl inh	STAT1 act	TLR4 MyD88 comp	APP 5'UTR act	FLuc act counter	Diaph inh CS	NF-kB expr up	FLuc inh counter	G6PDH counter	Diaph act CS
CCOC(=O)CCNC(=O)N1CCCC(CNS(=O)(=O)Cc2ccccc2)C1 (centres undefined)	6	101	-12	-6	1	1	1.4	-4	7	1
CC(C)OC(=O)/C(=C/c1ccc(Br)cc1)NC(=O)c1ccco1	19	102	-6	-19	1	10	0.99	-5	4	0.9
CCOC(=O)N1CCC(NC(=O)c2ccc(CS(=O)(=O)c3ccccc3C)o2)CC1	-16	106	-13	17	1	-15	0.93	-4	19	1.1
O=C(CN1CCN(c2ccc(O)cc2)CC1)NC1CCCc2ccccc21 (centres undefined)	6	101	-4	-6	1	26	1.6	-5	6	0.7
Cc1ccc(S(=O)(=O)N2CCN(C(=O)N(c3ccccc3)c3ccccc3)CC2)cc1	10	97	0	-10	1.1	20	0.86	-6	9	0.8
CCc1cccc(NC(=O)CS(=O)Cc2nc(-c3ccc(C)cc3)oc2C)c1 (centres undefined)	-1	93	6	1	1.1	21	1	-6	10	0.8
CCn1c(=O)n(CC)c2cc(S(=O)(=O)Nc3c(C)cccc3C)ccc21	-9	98	-10	9	1.1	8	1.1	-11	15	0.9
COC(=O)c1ccc(NC2c3ncccc3C(=O)N2Cc2cccs2)cc1 (centres undefined)	6	93	1	-6	1	17	1.4	1	14	0.8
Cc1cc(=O)oc(C)c1C(=O)NCc1ccccn1	-4	105	-6	4	1	15	1.2	-5	3	0.8
COc1ccc(-c2nnc(SCC(=O)N3c4ccccc4Sc4ccccc43)o2)cc1	10	109	1	-10	1.1	19	1	-6	7	0.8
CCN1C(=O)c2cccc3c(S(=O)(=O)Nc4nc(C)cs4)ccc1c23	0	101	0	0	1.1	25	1.2	-6	8	0.7
CCn1c(=O)n(CC(=O)N2CCN(c3ccccc3F)CC2)c(=O)c2ccccc21	-12	94	-6	12	1	4	0.88	-4	2	1

Random excerpt: 3 compounds from above.
canonical_smiles	APP transl inh	STAT1 act	TLR4 MyD88 comp	APP 5'UTR act	FLuc act counter	Diaph inh CS	NF-kB expr up	FLuc inh counter	G6PDH counter	Diaph act CS
Cc1ccc(S(=O)(=O)N2CCN(C(=O)N(c3ccccc3)c3ccccc3)CC2)cc1	10	97	0	-10	1.1	20	0.86	-6	9	0.8
CCN1C(=O)c2cccc3c(S(=O)(=O)Nc4nc(C)cs4)ccc1c23	0	101	0	0	1.1	25	1.2	-6	8	0.7
CC(C)OC(=O)/C(=C/c1ccc(Br)cc1)NC(=O)c1ccco1	19	102	-6	-19	1	10	0.99	-5	4	0.9

Carrying on.
canonical_smiles	APP transl inh	STAT1 act	TLR4 MyD88 comp	APP 5'UTR act	FLuc act counter	Diaph inh CS	NF-kB expr up	FLuc inh counter	G6PDH counter	Diaph act CS
CCOC(=O)C(NC(=O)CC)(Nc1ccc(S(=O)(=O)Nc2ncccn2)cc1)C(F)(F)F (centres undefined)	-20	100	8	20	1.1	11	1.1	-6	-4	0.9
CC(NC(=O)c1cccs1)C(=O)NC1=NCCS1 (centres undefined)	0	101	-1	0	1	21	1.2	-2	8	0.8
CCC(C)(C)NC(=O)C(c1ccc(OC)cc1)N(Cc1cccs1)C(=O)CCC(=O)Nc1cc(C)on1 (centres undefined)	-25	98	1	25	1	9	0.88	-1	5	0.9
COc1cc(C(=O)OC2CC3CCC2(C)C3(C)C)ccc1OC(C)=O (centres undefined)	-14	100	-7	15	1.1	0	1.4	-12	11	1
Cc1cc(N(C)Cc2ccccc2)nc(-c2ccccc2)n1	-15	102	3	15	1	13	1.5	-3	8	0.9
COCCNC(=O)c1nn2cccnc2c1Cl	14	105	-8	-14	1	3	1.1	-3	-3	1
Cn1c(=O)[nH]c(=O)c2c1nc(SCCN1CCOCC1)n2Cc1ccccc1	-13	101	-6	13	1.1	6	0.94	-7	-17	0.9
CN(C)N1C(N)=C(C#N)C(c2cccs2)C2=C1CC(C)(C)CC2=O (centres undefined)	5	95	-1	-5	1	20	1.1	2	8	0.8
CCOC(=O)c1c(NC(=O)c2c(Br)cnn2CC)sc(C)c1C	9	102	-12	-9	1.1	22	1	-6	2	0.8
COc1ccc(-c2[nH]ncc2CN2CCC(N3CCSCC3)CC2)cc1F	18	93	2	-18	1	/	0.97	0	9	/
c1cncc(-c2nnc(C3CCCCC3)o2)c1	-1	105	4	1	1	17	1.1	-5	3	0.8
O=C(NC(C(=O)c1ccccc1)n1cnccc1=O)c1ccccc1 (centres undefined)	-29	102	-16	29	1.1	14	1.1	-5	6	0.9
CCn1c(N)c(C(N)=O)sc1=S	8	101	5	-8	1	17	0.97	-4	4	0.8
CCN(c1ccccc1)S(=O)(=O)c1ccc(C(C(=O)OC)C(=O)OC)c([N+](=O)[O-])c1	2	99	3	-2	1	3	1.1	1	3	1
COc1cccc(-c2cc(C(=O)NCCCn3ccnc3)c3ccccc3n2)c1	6	98	-6	-6	1	0	0.74	-3	9	1
CCC(C)NC(=O)C1CCCN(C(=O)NC2CCCCC2)C1 (centres undefined)	1	94	-9	-1	1.1	13	0.95	-9	3	0.9
Cc1ccc(NC(=O)c2c([N+](=O)[O-])c(C(C)(C)C)nn2C)cc1	-4	104	-8	4	1.1	17	1.6	-6	9	0.8
O=C(Cn1cnc2ccccc21)NCc1ccccc1	-27	98	17	27	1	2	1	-4	8	1
Cc1cc(C(=O)CSc2nnnn2-c2ccc(O)cc2)c(C)n1Cc1ccc2c(c1)OCO2	22	98	-2	-21	1.1	28	0.51	-7	-7	0.7
C=CCc1ccccc1OCC(O)CNC (centres undefined)	-1	98	11	1	1.1	-5	0.87	-5	1	1.1
CCCCN(C)C(=O)c1cc2cc3cc(OC)ccc3nc2o1	-40	125	-7	40	0.7	10	2.5	32	-4	0.9
O=C1CSC(c2ccccc2)N1CC(O)c1ccc([N+](=O)[O-])cc1 (centres undefined)	4	94	-2	-4	1	22	1.1	-5	3	0.8
CCO[C@H]1OC(C(=O)N2CCCCCCC2)=C[C@@H](c2coc3ccccc3c2=O)[C@@H]1CCCO	-4	98	-8	3	1.1	11	0.94	-12	17	0.9
O=C(c1cc(F)c(F)cc1Cl)N1CCOCC1	-8	103	7	8	1	-12	1.2	-2	3	1.1

The final two compounds of the section above come first, to join the parts.
canonical_smiles	APP transl inh	STAT1 act	TLR4 MyD88 comp	APP 5'UTR act	FLuc act counter	Diaph inh CS	NF-kB expr up	FLuc inh counter	G6PDH counter	Diaph act CS
CCO[C@H]1OC(C(=O)N2CCCCCCC2)=C[C@@H](c2coc3ccccc3c2=O)[C@@H]1CCCO	-4	98	-8	3	1.1	11	0.94	-12	17	0.9
O=C(c1cc(F)c(F)cc1Cl)N1CCOCC1	-8	103	7	8	1	-12	1.2	-2	3	1.1
CC(C)CC(=O)/C(=C\c1ccc(Cl)cc1Cl)n1cncn1	6	91	13	-6	1	17	1.1	-2	6	0.8
CCN(CC(=O)Nc1ccc2c(c1)OCCO2)S(=O)(=O)c1ccc(C)cc1	1	97	0	-1	1	11	0.85	0	4	0.9
O=C(NNC(=O)c1cccc([N+](=O)[O-])c1)c1ccncc1	20	94	3	-20	1.1	10	1.2	-7	12	0.9
CSC1=Nc2sc3c(c2C2=NCCN12)CCCC3	/	/	/	/	1	4	/	4	14	1
N#Cc1cc2c(nc1SCc1nc3ccccc3[nH]1)CCC2	-248	127	-2	248*	0.2	12	1.6	78*	-2	0.9
N#C/C(=C(/O)CN1CCOCC1)c1nc(-c2ccccc2)cs1	-6	105	-11	6	1	21	1.9	-4	-5	0.8
O=C(Nc1ccccc1)/C(=C/c1ccccc1)NC(=O)c1ccco1	-7	101	-7	7	1	10	1.2	0	-1	0.9
Nc1cc(N)nc(SCC(=O)N2CCCCC2)n1	-5	99	1	5	1.1	20	0.87	-5	5	0.8
COc1ccc(C(=O)N2CCCCC2)cc1S(=O)(=O)Nc1cccc(C(=O)O)c1	5	101	2	-5	1.1	8	1.2	-7	5	0.9
CCOC(=O)C1CCCN(C(=O)CCCOc2cc(=O)n(C)c3ccccc23)C1 (centres undefined)	-7	88	-14	7	1	10	0.8	-3	6	0.9
CC(CCc1ccccc1)NC(=O)C1CCN(C(=O)c2sccc2-n2cccc2)CC1 (centres undefined)	-18	102	-8	18	1.1	12	0.86	-8	3	0.9
Cc1ccc(-n2c(C)cc(C(=O)CN3CCOCC3)c2C)cc1	-38	119	-12	38	1	6	1.8	-2	2	0.9
CC(=O)Nc1cc(-c2ccc(Cl)cc2)nn1-c1ccccc1	17	101	-8	-17	1	0	1.2	-2	-1	1
O=C(Nc1cccnc1)c1ccccc1-c1ccccc1	14	103	3	-14	1	/	1.3	-3	7	/
COc1ccccc1N1CCN(C(=O)Nc2ccc([N+](=O)[O-])cc2)CC1	-2	91	0	2	1	11	1.1	-1	5	0.9
Cn1c(CCN2CCOCC2)nc2cc(NC(=O)COc3ccc(Cl)cc3)ccc21	0	103	0	0	1.1	3	0.92	-5	2	1
Cc1ccc(OCC(=O)O/N=C(\N)Cc2cccs2)cc1C	2	98	-6	-2	/	/	/	/	/	/
CNc1nc2c3ccccc3n(C(C)=O)c2s1	-14	110	18	14	1	15	2.4	2	7	0.9
c1ccc(Cn2c(CN3CCCC3)nc3ccccc32)cc1	-3	108	6	3	1.1	6	0.83	-6	2	0.9
O=C(CN1CCCC1)Nc1ccc(-c2nc3cc(NC(=O)CN4CCCC4)ccc3o2)cc1	-60	121	16	60	1	-20	0.89	3	8	1.2
N#C/C(=C\c1cn(CCOc2ccccc2)c2ccccc12)C(=O)NCc1ccco1	-12	96	1	12	1.1	9	1.2	-5	7	0.9
CC(Sc1nc2ccccc2s1)C(=O)NCc1ccc2c(c1)OCO2 (centres undefined)	-10	100	-17	10	1.1	18	1.1	-6	-10	0.8
CC(C)c1ccc(N2CC(C)(C)C2=O)cc1	-6	116	9	6	0.9	-2	1.8	5	1	1
O=C(Nc1cccc(S(=O)(=O)N2CCOCC2)c1)[C@@H]1CCCN1S(=O)(=O)c1ccc(Cl)cc1	-2	96	2	2	1	8	0.94	0	16	0.9
CCn1cc(C(=O)Nc2ccc(C)c([N+](=O)[O-])c2)cn1	-2	113	0	2	0.9	4	1.2	6	6	1
CC(C)=NNc1nc(-c2ccccc2)c(C)s1	-7	101	4	7	1	10	1.1	-4	-2	0.9
COc1ccc(OC)c(N2C(=O)CC(C(C)c3ccccc3)C2=O)c1 (centres undefined)	-23	100	-4	23	0.9	18	1	8	7	0.8
Cc1cc(C)cc(NCC(=O)Nc2c(C)cccc2C)c1	-12	101	-5	12	1	7	1	-4	-7	0.9
CC(/C=C/c1ccccc1)=N\NC(=S)NC(C)C	-1	92	-12	1	1	0	3.1	0	1	1
CCN(CC)S(=O)(=O)c1cccc(-c2n[nH]c(=S)n2/N=C/c2ccc(Br)cc2)c1	10	112	8	-10	1.1	9	1	-7	-5	0.9

Compound activity from PubChem BioAssay.
